SW480 rereplic: induces DNA re-replication in SW480 colon adenocarcinoma cells; SW480 DNA re-replication, Hoechst DNA content imaging, 48 h; Potency, µM (doses to about 46.1 µM), for inactives: top-dose re-replication activation, usual class: activators; hit rate 1.8% among 340,000; also: potency is read from the fitted curve at half-maximal effect; % of control where 0% means no effect; nearly all actives have a fitted effect of over 55% in size
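Compounds, transferred as 23 nL by pin tool, were incubated with cells for 48 hr; DNA content per nucleus was then quantified by Hoechst staining and fluorescence plate imaging.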
HT1080 IDH1KD tx: kills HT-1080 cells with IDH1 knockdown | HT-1080 IDH1 knockdown viability, ATP luminescence, 48 h | Potency, µM (titrated, usually from 46.1 µM), for inactives: top-dose activity, negative = toxicity, hits mostly cytotoxic | hit rate 2% among 360,000 | AID 686971;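 also: potency is read from the fitted curve at half-maximal effect; 0% = DMSO wells and -100% = cell-free medium wells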
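CellTiter-Glo luminescence after 48 h compound exposure at 37 degrees C of IDH1-knockdown HT-1080 cells in 5% FBS RPMI. %Activity scaled between DMSO wells and cell-free media wells, with curves fitted and assigned curve classes.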
WRN inhibitor: WRN helicase (human) inhibition; WRN helicase unwinding, fluorescent forked duplex, kinetic; Potency, µM (titrated, usually from 114 µM), for the others: at the top dose activity change, negative = inhibition, actives largely listed as inhibitors; hit rate 0.46% among 360,000; AID 651768; also: potency is read from the fitted curve at half-maximal effect; % is scaled to controls: 0 for no effect and ±100 for the full control effect; nearly all actives have a fitted effect of over 55% in size
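Kinetic fluorescence helicase assay: unwinding of a quenched forked DNA duplex (100 nM final) with 2 mM ATP final raises red fluorescence (525/598 nm). Compounds sat 15 min at room temperature with 20 nM WRN beforehand.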
ATXN2 expr inh: reduces ATXN2 reporter expression in HEK-293 cells | HEK-293 ATXN2-luciferase reporter, luminescence, 24 h | Potency, µM (highest dose often 57 µM), for the others: at the highest dose activity change, negative = inhibition, hits mostly inhibitors | hit rate 0.72% among 360,000; also: potency is read from the fitted curve at half-maximal effect; % is scaled to controls: 0 for no effect and ±100 for the full control effect; nearly all actives have a fitted effect of over 55% in size
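ATXN2-luciferase reporter cells (luciferase flanked by upstream and downstream ATXN2 gene portions) were treated 24 h at 37 °C with compounds at up to 57 uM. SteadyGlo luminescence gave expression; GF-AFC fluorescence gave viability.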
KB-3-1 cytotox: KB-3-1 parental cell cytotoxicity. KB-3-1 viability, CellTiter-Glo ATP luminescence, 72 h. Potency, µM (series often up to 46.1 µM), for the others: at the highest dose activity change, negative = cytotoxic, most hits filed as cytotoxic. hit rate 1.4% among 400,000; also: potency is read from the fitted curve at half-maximal effect; % is scaled to controls: 0 for no effect and ±100 for the full control effect; nearly all actives have a fitted effect of over 60% in size
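KB-3-1 parental drug-naive adenocarcinoma cells in DMEM/10% FBS, incubated 72 h at 37 C with pin-transferred compounds across a concentration series. Viability by CellTiter-Glo luminescence; concentration-response curves fitted after normalization.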
HT1080NT lethal: kills 2HG-producing HT-1080-NT fibrosarcoma cells | HT-1080-NT fibrosarcoma viability, CellTiter-Glo ATP luminescence, 48 h | Potency, µM (highest dose often 46.1 µM), inactives show at the highest dose activity, negative = less viability, actives largely listed as cytotoxic | hit rate 1.6% among 360,000;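 also: NT is the 2HG producing partner of a matched IDH1 knockdown line; potency is read from the fitted curve at half-maximal effect; 0% = DMSO-treated cells and -100% = media-only wells without cells; nearly all actives have a fitted effect of over 55% in size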
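Fibrosarcoma NT cells, 750 per well in 5% FBS RPMI, were exposed to compound for 48 hours. Viability: CellTiter-Glo luminescence.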
KB-V1 MDR tox: KB-V1 MDR subline cytotoxicity; KB-V1 MDR cells viability, CellTiter-Glo, 72 h; Potency, µM (top dose mostly 46.1 µM), without a hit: at the top dose activity change, negative = cytotoxicity, usual class: cytotoxic; hit rate 3.4% among 400,000; AID 1347076; also: potency is read from the fitted curve at half-maximal effect; % is scaled to controls: 0 for no effect and ±100 for the full control effect; nearly all actives have a fitted effect of over 60% in size
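Cytotoxicity via CellTiter-Glo luminescence after 72 h compound exposure at 37 degrees C. Cells: drug-selected KB-V1 line, DMEM phenol-red free plus 10% FBS. Compounds tested at multiple concentrations; normalized data fitted to concentration-effect curves.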
IL1B secr inh: inflammasome signaling inhibition, IL-1 beta readout; activity change, % at 57.5 µM; hit rate 4.7% among 360,000; THP-1 LPS/ATP IL-1B secretion, AlphaLISA, 16 h; active compounds read low; in the data active = activity change below about -50%; inconclusive = mostly about -30% to -49%; also: % is scaled to controls: 0 for no effect and ±100 for the full control effect
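THP-1 cells pretreated 1 hr with compounds (up to 57.5 uM final), then stimulated with LPS (250 ng/mL final) plus ATP (1.25 mM final); secreted IL-1B measured by AlphaLISA after 16 hr, decreased signal indicating inhibition.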
MCF10A rerep: DNA re-replication induction in MCF 10a cells | MCF 10A DNA re-replication, Hoechst nuclear intensity, 48 h | Potency, µM (series often up to 46.1 µM), inactives show top-dose activity, positive = re-replication, usual class: activators | hit rate 2.9% among 350,000; also: potency is read from the fitted curve at half-maximal effect; % of control where 0% means no effect; nearly all actives have a fitted effect of over 50% in size
Numbers without * were called inactive; ? = inconclusive; · = not tested or not shown; & = joins results of further samples; [ ] = remark or other dose. Unless noted, calls follow the shape of the dose curve; as a rule, active = well fitted curve in the direction sought with a large enough effect; inconclusive = small, poorly fitted or top-dose-only effect, or another doubt; inactive = no such curve, though single readings can be large; an effect the other way counts as inactive or inconclusive.

SMILES	SW480 rereplic	HT1080 IDH1KD tx	WRN inhibitor	ATXN2 expr inh	KB-3-1 cytotox	HT1080NT lethal	KB-V1 MDR tox	IL1B secr inh	MCF10A rerep
COc1ccc(CNCC(O)COc2ccc(C)cc2[N+](=O)[O-])cc1 (stereo not drawn)	-5%	-5%	-5%	3%	-3%	-4%	1%	-14	-1%
Cc1nn(C)c(C)c1CN(C)C(=O)c1cc2nc(-c3ccco3)cc(C(F)(F)F)n2n1	-5%	-3%	-8%	-4%	-6%	-8%	-22%	-6	16%
COc1cc(/C=C/C(=O)OCC(=O)Nc2sc3c(c2C#N)CCC(C)C3)ccc1OCC#N (stereo not drawn)	-3%	8%	-35%	-10%[11.3 µM]	1%	-16%	-25%	14	-8%
Cc1ccc(S(=O)(=O)N2C[C@H]3[C@H]4C(=O)N(c5ccccc5)C(=O)[C@H]4C[C@H](OC(=O)Nc4c(C)noc4C)[C@@]3(O)C2)cc1	·	17%	0%	1%	1%	9%	-14%	-22	·
C[C@@H]1CCCCO[C@@H](CN(C)Cc2ccccc2)[C@@H](C)CN([C@H](C)CO)C(=O)c2cc(NC(=O)Nc3cccc4ccccc34)ccc2O1	·	-23%	-4%	-13%	-5%	-16%	?	20	·
O=[N+]([O-])c1ccc(NC(=S)N/C(=N/CS(=O)(=O)c2ccccc2)c2ccccc2)cc1	-2%	-10%	-20%[57.1 µM]	42%[activator]	19%	0%	?	-8	0%
C[C@@]12C(=O)Nc3ccc(Cl)cc3C(=O)N1[C@H]1c3cc(Br)ccc3OC[C@@H]1[C@@H]2c1ccccc1	16µM*	-14%	-8%	-11%	-11%	-24%	2%	-28	1%
CC(NC(=O)CSc1nc2ccccc2c(=O)n1CCCO)c1ccccc1 (stereo not drawn)	5%	-30%	-17%	18%	-13%	-23%	?	11	-19%
COc1ccc(C(=O)NC(=S)N2CCC(C)CC2)cc1Br	28%	-19%	-12%	8%	-20%	-5%	-23%	26	9%
O=Cc1cc(N=Nc2cccc(C(=O)O)c2)ccc1O	-1%	15µM*	-10%[11.6 µM]	3%	?	?	-10%	28	24%
CC(=O)c1ccc(NC(=O)Nc2cccc3ccccc23)cc1	?	17%	-4%	22%	12%	11%	-4%	-9	?
CCCCCCCC(=O)OCC(O)CO (stereo not drawn)	-2%&-3%	11%	1%	0%&8%	0%	0%	5%	-6	5%&1%
CCOc1ccc(C(=O)NCC(=O)NCC(c2ccccc2OC)N2CCCC2)cc1 (stereo not drawn)	15%	-1%	8%	-3%	23%	-3%	-6%	-17	1%
O=C1CCc2cc(S(=O)(=O)N3CCN(c4ccccc4F)CC3)ccc2N1	1%	4%	-9%	-8%	3%	-26%	?	-10	-4%
CC(=O)N[C@@H]1C=C[C@@H](CC(=O)NCc2ccc(Cl)cc2)O[C@@H]1CO	·	13%	7%	·	11%	15%	0%	40	·
O=C(NNC(=O)c1ccccc1-n1cccc1)c1ccc(F)cc1	1%	12%	7%	2%	-4%	-1%	-8%	5	1%
NCc1ccc(S(N)(=O)=O)cc1	29%	10%&0%	1%	4%&3%&-9%	0%&0%	26%&-14%	-1%&11%	?	2%
COc1ccc(OC)c(N=Nc2c(O)c3ccccc3[nH]c2=O)c1	27%	?	-35%[11.6 µM]	-33%	4%	-29%	-15%	11	?
CCCCN(CCCNC(=O)c1ccc(CS(=O)(=O)c2c(Cl)cccc2Cl)o1)Cc1ccccc1	?	-21%	-8%	-3%	-4%	?	15%	-4	13%
CC(=O)c1c(C)[nH]c(C(=O)OCC(=O)Nc2cc(C(F)(F)F)ccc2N2CCOCC2)c1C	2%	-17%	-5%	0%	?	-15%	-2%	-27	13%
COc1ccc(NC(=O)NCCC2=CCCCC2)cc1	-5%	6%	-1%	20%	-5%	0%	7%	-1	-9%
O=C(c1cn(-c2ccccc2)nc1-c1cccnc1)N1CCCCC1	6%	-2%	-4%	4%	0%	0%	-8%	-3	10%
CNC(=O)c1sc(-c2cccs2)nc1C	-3%	?	-24%	5%	-1%	?	3%	-11	1%
O=C(Oc1ccc(-c2ccccc2)cc1)c1ccco1	3%	-10%	5%	9%	4%	1%	13%	3	14%
O=C(NCC(=O)N(c1ccccc1F)C(C(=O)NC1CCCC1)c1cccnc1)c1ccco1 (stereo not drawn)	14%	13%	7%	5%	3%	2%	20%	26	2%
Cc1cc(C)nc(NC(=O)CSc2nc3ccccc3o2)n1	-2%	18%	4%	14%	0%	1%	-13%	20	-1%
CCN(CC)C(=O)CSc1nnc(-c2ccccn2)n1Cc1ccccc1	-2%	9%	1%	7%	19%	-1%	6%	-10	-2%
Cc1ccc2c(c1)C1(C)C(C(C)(C)N2C=O)C1(Cl)Cl (stereo not drawn)	-5%	1%	-4%	·	-3%	-6%	?	-6	1%
CCOC(=O)[C@H]1[C@H]2COc3cc(OC)ccc3[C@@H]2N2C(=O)c3c(C)cc(C)cc3NC(=O)[C@@]12C	-2%	0%	-4%	3%	-5%	-4%	-15%	-3	-16%
O=C(O)C1Cc2ccccc2CN1S(=O)(=O)c1ccccc1 (stereo not drawn)	-4%	10%	-15%[11.6 µM]	3%	12%	16%	0%	10	-2%
O=C(COc1ccc(Cl)cc1)NCc1nnc(SCC(=O)c2ccccc2)o1	-11%	-6%	1%	2%	8%	-9%	-18%	11	-1%
O=C(CCNc1n[nH]c(=O)[nH]c1=O)N1CCCCC1	-2%	0%	2%	3%	-1%	3%	-4%	-6	15%
CCCCN(C(=O)Cc1coc2cc(C)c(C)cc12)c1c(N)n(Cc2ccccc2)c(=O)[nH]c1=O	3%	-1%	-9%	-11%	0%	-2%	-14%	-4	15%
O=C(CC(=O)c1ccccc1)c1ccccc1	9%	-20%	3%	18%	-12%	-3%	1%	25	15%
COc1ccc(C(=O)Nc2oc(-c3ccccc3)c(-c3ccccc3)c2C#N)cc1	?	?	-7%	-3%	?	-29%	?	?	33%
O=C(NC1CCN(C(=O)Nc2cccc(Cl)c2)CC1)c1ccco1	5%	1%	-18%	-16%	11%	10%	3%	3	1%
CC(C)CNC(=O)COC(=O)c1cc(Cl)cc(Cl)c1N	0%	0%	3%	-15%	4%	5%	6%	25	3%
CCOc1ccc(N(CC(=O)NC2CCCC(C)C2C)S(=O)(=O)c2c(C)noc2C)cc1 (stereo not drawn)	-1%	4%	-7%	1%	-6%	1%	?	11	-6%
COc1ccc(-c2cc(C(=O)NCc3cccs3)no2)cc1	-18%	2%	1%	10%	18%	9%	3%	14	?
COc1cc(/C=N/NC(=O)CCN2CCN(C(c3ccccc3)c3ccccc3)CC2)ccc1O	?	?	3%	?	4%	-1%	-4%	-11	?
CC(C)(C)NC(=O)NC(=O)CN1c2cccc3cccc(c23)S1(=O)=O	20%	-11%	5%	-12%	-4%	-1%	4%	54	0%
N#Cc1c(Nc2ccccc2)sc(C(=O)c2ccc(F)cc2)c1N	-5%	-11%	-5%	·	1%	-13%	13%	13	?
COc1ccc([C@H]2C[C@H](n3cc(C4CC4)nn3)[C@@H](O)CN2CC2CCCCC2)cc1	·	?	0%	?	?	?	?	-5	·
CCOC(=O)/C(C)=N/NC(=O)c1ccc([N+](=O)[O-])cc1	7%	8%	?	-23%	-6%	-7%	-2%	0	-28%
O=C(NC1CCCCC1)C(c1ccccn1)N(C(=O)Cc1cccs1)c1ccc(Cl)cc1 (stereo not drawn)	8%	?	-8%	-14%	-17%	?	?	?	-2%
COc1ccc(C)cc1S(=O)(=O)N1c2ccc(C)cc2C2CN(C)CCC21 (stereo not drawn)	-13%	-10%	2%	0%	11%	-8%	6%	-24	?
O=C(O)/C=C/C(=O)Nc1ccc(Oc2ncnc3cc(Cl)ccc23)nc1	-5%	10%	-9%	30%	?	4%	14%	85	10%
COc1ccc(/C=C/C(=O)N2CC(C)OC(C)C2)cc1OC (stereo not drawn)	3%	1%	1%	·	0%	15%	7%	-12	-3%
COc1cccc(NC(=O)CSc2nc3ccccc3n2C)c1	-66%[inhibitor]	-1%	13%	9%	2%&1%	3%	-27%&-2%	-22	5%
COC(=O)c1ccc(Cn2nc(C)c([N+](=O)[O-])c2C)o1	-5%	-12%	6%	-25%	-5%	6%	-9%	0	-2%
CCOC(=O)[C@H]1[C@H]2COc3cc(OC)ccc3[C@@H]2N2C(=O)CN(Cc3ccco3)C(=O)[C@@]12C	-14%	1%	15%	5%	12%	1%	2%	-14	?
CC(c1ccco1)N(Cc1ccco1)C(=O)Nc1ccccc1 (stereo not drawn)	3%	3%	4%	5%	4%	0%	-21%	0	0%
CC(C)(C)OC(=O)NCCCC[C@H](NC(=O)c1[nH]cnc1C(=O)Nc1ccccc1)C(=O)OC(C)(C)C	?	?	-11%	?	?	-30%	?	?	?
O=C(Nc1ccncc1)C1CC1c1ccccc1 (stereo not drawn)	-1%[9.22 µM]	-25%	6%	-4%	-2%	2%	-13%	-2	1%
COc1ccc(Cl)cc1NC(=O)COC(=O)CNC(=O)C1CCCCC1	89%	-3%	8%	-3%	-3%	-5%[9.24 µM]	-12%	-5	17%
O=[N+]([O-])c1nn(-c2ccc(Cl)cc2)n(O)c1=NCc1cccnc1	6%	11%	-2%	74%[activator]	0%	11%	?	8	12%
